Screening data: PubChem, several laboratories
TbHK1 inh = Trypanosoma brucei hexokinase 1 inhibitors, primary screen, biochemical, G6PDH-coupled NADH absorbance, MLSCN library. AID 1430, 2008. recombinant TbHK1, G6PDH-coupled NADH A340. inhibition, % at 10 µM. hit rate 0.11% among 220,000. hexokinase 1 [Trypanosoma brucei];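 active = inhibition of 50% or more in the single-dose primary screen; inactive = inhibition below 50%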
Runt-CBFb FRET = inhibitors of RUNX1 Runt–CBFb binding, primary screen, biochemical, FRET, Cerulean-Runt, Venus-CBFb, uHTS. Runt-related transcription factor 1 (Homo sapiens) + Core-binding factor subunit beta …. Cerulean-Runt/Venus-CBFb FRET ratio 530/480, 1 h. inhibition, % at 20 µM. hit rate 0.46% among 220,000. AID 1496, 2009;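 active = inhibition over about 50% at 20 µM in the single-dose screen, limit read from the data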;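 also: 0% = DMSO wells and 100% = excess unlabeled CBFb competitor control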
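test system = Cerulean-Runt domain fusion protein, energy donor | probe or stimulus = Venus-CBFb binding partner, 100 nM | incubation = two 1 h room-temperature incubations shielded from light | detection = fluorescence energy transfer, 422 nm excitation, 530/480 nm emission | measure = loss of energy transfer signal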
NCF1 inh = p47phox/p22phox peptide binding inhibitors, primary screen, biochemical, uHTS, NADPH oxidase regulatory subunit; Neutrophil cytosol factor 1 (Homo sapiens), P14598; fluorescence polarization, 2 h; inhibition, % at 24.7 µM; hit rate 0.53% among 220,000; AID 1274, 2008;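 active = inhibition above about 30%, limit read from the data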;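 also: 0% = p47phox with labelled peptide and 100% = labelled peptide alone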
p97 inhibitor = inhibitors of human p97 ATPase, primary screen, biochemical | recombinant p97 ATPase, Kinase-Glo ATP luminescence, 3 h | inhibition, % at 8 µM | hit rate 0.42% among 220,000; in the data active = inhibition above about 15%;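 also: 0% = DMSO vehicle and 100% = wells lacking enzyme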
Target sequence (P55072 whole entry, looked up): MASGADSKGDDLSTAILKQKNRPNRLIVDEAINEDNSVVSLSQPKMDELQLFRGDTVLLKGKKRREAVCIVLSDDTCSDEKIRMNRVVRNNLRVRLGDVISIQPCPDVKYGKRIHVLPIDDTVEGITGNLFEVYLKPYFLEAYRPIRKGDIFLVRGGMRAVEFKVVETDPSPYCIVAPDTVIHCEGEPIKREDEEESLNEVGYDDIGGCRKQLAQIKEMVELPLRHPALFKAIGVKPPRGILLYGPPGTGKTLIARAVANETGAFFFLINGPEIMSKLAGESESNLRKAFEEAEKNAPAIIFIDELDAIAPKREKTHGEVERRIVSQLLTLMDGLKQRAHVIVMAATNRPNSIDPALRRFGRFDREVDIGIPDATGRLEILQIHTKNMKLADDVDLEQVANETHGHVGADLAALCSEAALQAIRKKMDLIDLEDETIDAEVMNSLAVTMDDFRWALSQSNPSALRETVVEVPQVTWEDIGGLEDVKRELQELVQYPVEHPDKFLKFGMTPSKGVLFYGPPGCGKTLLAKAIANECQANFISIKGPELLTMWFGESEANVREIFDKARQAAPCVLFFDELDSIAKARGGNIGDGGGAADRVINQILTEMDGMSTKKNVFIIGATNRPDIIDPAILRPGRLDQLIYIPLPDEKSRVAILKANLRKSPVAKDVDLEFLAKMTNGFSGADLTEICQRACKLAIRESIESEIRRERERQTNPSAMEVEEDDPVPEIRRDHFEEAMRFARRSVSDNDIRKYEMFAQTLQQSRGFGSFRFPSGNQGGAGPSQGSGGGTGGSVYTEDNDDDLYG
Runt-SMMHC FRET = inhibitors of RUNX1 Runt–CBFb-SMMHC binding, primary screen, biochemical, FRET, Cerulean-Runt, Venus-CBFb-SMMHC, uHTS | hit rate 0.74% among 220,000 | AID 1434, 2008 | inhibition, % at 20 µM | Cerulean-Runt/Venus-CBFb-SMMHC FRET ratio 530/480, 1 h | Runt-related transcription factor 1 (Homo sapiens) + Core-binding factor subunit beta …;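 active = mean inhibition across duplicate retests at 20 µM reaching about 50%, limit read from the data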;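 also: 0% = DMSO wells and 100% = wells with excess untagged CBFb-SMMHC; inhibitors lower the FRET ratio by blocking Runt binding to CBFb-SMMHC; some results filed as inactive read as strong as hits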
Furin inh = human furin inhibitors, primary screen, biochemical, fluorescence intensity | P09958 | purified furin, fluorogenic substrate cleavage | inhibition, % at 30 µM | hit rate 0.061% among 220,000 | AID 463115, 2010; in the data active = inhibition above about 25%; also: inactives centre near -15
EBV gp42 block = Epstein-Barr virus gp42 inhibitors, primary screen, biochemical, uHTS, fluorescence polarization. hit rate 0.42% among 220,000. AID 1085, 2008. Glycoprotein 42 (Epstein-Barr virus (strain AG876)), Q1HVG2. inhibition, % (tested at 21.74 µM). Fluorescence polarization binding assay, mP read-out; in the data active = inhibition above about 50%
Target sequence (Q1HVG2 whole entry, looked up): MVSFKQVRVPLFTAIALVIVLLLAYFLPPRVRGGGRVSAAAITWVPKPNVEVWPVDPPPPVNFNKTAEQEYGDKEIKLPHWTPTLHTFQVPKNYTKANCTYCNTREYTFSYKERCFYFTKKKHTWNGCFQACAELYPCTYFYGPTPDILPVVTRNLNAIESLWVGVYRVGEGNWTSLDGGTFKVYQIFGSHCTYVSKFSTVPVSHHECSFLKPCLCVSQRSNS
RBBP9 inh = human RBBP9 inhibitors, primary screen, biochemical, fluorescence polarization, FP-Rh probe, HTS; recombinant RBBP9; AID 1515, 2009; hit rate 0.2% among 220,000; Serine hydrolase RBBP9 (Homo sapiens), O75884; inhibition, % at 7.94 µM;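 active = inhibition above the campaign mean of all tested compounds plus 3 SD, cut at about 14% in these data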;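 also: plate controls were DMSO wells with RBBP9 for no effect and wells lacking RBBP9 protein for full effect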
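Measured by: FP readout at 525/598 nm; material: recombinant human RBBP9; also added: Serine-hydrolase probe FP-Rh, 375 nM pre-mixing; medium: Tris buffer pH 8.0, NaCl, Pluronic; replication: one well per compound; doses: one concentration, 7.94 µM nominal, 0.794% DMSO; timing: preincubation 30 min plus labeling 45 min at 25 °C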
Calpain2 inh = inhibitors of pig calpain II, primary screen, biochemical, fluorogenic peptide substrate, 1536-well. purified calpain II, 30 min. inhibition, % at 16 µM. hit rate 0.37% among 220,000;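 active = inhibition above about 50%, limit read from the data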
Starred values were filed as active, the others as inactive; [ ] = dose if it differs, or a comment.

How did O=C(N/N=C/c1c(O)ccc2ccccc12)c1[nH]ncc1Br do in these assays?
TbHK1 inh: 18.3; Runt-CBFb FRET: 7.8; NCF1 inh: -7.7; p97 inhibitor: 6.9; Runt-SMMHC FRET: -13.5; Furin inh: 1.9; EBV gp42 block: -28.6; RBBP9 inh: -3.3; Calpain2 inh: -235.3

What do the screens show for `COc1ccc(C(=O)Nc2ccc(SC(F)F)cc2)cc1`?
TbHK1 inh: 26.1; Runt-CBFb FRET: 0.7; NCF1 inh: -8.9; p97 inhibitor: -2.8; Runt-SMMHC FRET: 2.2; Furin inh: -0.7; EBV gp42 block: -3.6; RBBP9 inh: -15.2; Calpain2 inh: 13.8

How did Cc1ccccc1N1C(=S)NC2c3ccccc3OC1(C)C2C(=O)N(C)C (stereo not drawn) do in these assays?
TbHK1 inh: 1.9; Runt-CBFb FRET: 0.8; NCF1 inh: -2.5; p97 inhibitor: -1.6; Runt-SMMHC FRET: -3.2; Furin inh: -26.9; EBV gp42 block: 7.3; RBBP9 inh: 2.7; Calpain2 inh: -13.3

Results for Cc1oc(C(C)(C)C)c(CN2CCOCC2)c1C(=O)O ?
TbHK1 inh: -5.0; Runt-CBFb FRET: -0.1; NCF1 inh: -1.9; p97 inhibitor: 1.2; Runt-SMMHC FRET: 2.1; Furin inh: -4.9; EBV gp42 block: -16.2; RBBP9 inh: -1.7; Calpain2 inh: -11.7

How did CCOc1ncccc1C(=O)OCC(=O)c1ccc(C)c(C)c1 do in these assays?
TbHK1 inh: 1.7; Runt-CBFb FRET: -0.5; NCF1 inh: -59.7; p97 inhibitor: -0.8; Runt-SMMHC FRET: -0.7; Furin inh: -15.7; EBV gp42 block: -6.1; RBBP9 inh: -10.9; Calpain2 inh: -4.1

What do the screens show for `Cc1nn(C2CCS(=O)(=O)C2)c(Cl)c1/C=C/C(=O)OCC(N)=O` (stereo not drawn)?
TbHK1 inh: -7.0; Runt-CBFb FRET: -1.8; NCF1 inh: -11.3; p97 inhibitor: 3.1; Runt-SMMHC FRET: -27.5; Furin inh: -17.7; EBV gp42 block: -15.1; RBBP9 inh: -2.0; Calpain2 inh: -22.4

What do the screens show for `Cc1ccc(C)c2[nH]c(=O)c(CN(CCN3CCCC3)C(=O)Nc3ccc(F)cc3)cc12`?
TbHK1 inh: -12.8; Runt-CBFb FRET: -0.6; NCF1 inh: -12.8; p97 inhibitor: 2.8; Runt-SMMHC FRET: -1.7; Furin inh: -24.0; EBV gp42 block: -17.6; RBBP9 inh: -9.0; Calpain2 inh: -14.4

Results for O=C(NCc1ccco1)c1cc(-c2ccccc2)c(N2CCOCC2)s1 ?
TbHK1 inh: -7.5; Runt-CBFb FRET: 3.1; NCF1 inh: -15.7; p97 inhibitor: 0.6; Runt-SMMHC FRET: 0.6; Furin inh: -19.9; EBV gp42 block: 1.4; RBBP9 inh: -2.2; Calpain2 inh: -1.0

Results for O=c1cc(COc2ccccc2[N+](=O)[O-])nc2sccn12 ?
TbHK1 inh: -12.9; Runt-CBFb FRET: 3.8; NCF1 inh: -3.8; p97 inhibitor: 5.5; Runt-SMMHC FRET: -2.5; Furin inh: -13.5; EBV gp42 block: -4.1; RBBP9 inh: -5.4; Calpain2 inh: -17.8

How did CCCc1nc(-c2ccc(-c3ccc(F)cc3)cc2)no1 do in these assays?
TbHK1 inh: -2.8; Runt-CBFb FRET: -1.8; NCF1 inh: -9.6; p97 inhibitor: 3.1; Runt-SMMHC FRET: -3.3; Furin inh: -17.0; EBV gp42 block: 4.7; RBBP9 inh: -6.8; Calpain2 inh: 8.3

Results for Cc1cc(NS(=O)(=O)N(C)C)ccc1C(C)C ?
TbHK1 inh: -2.2; Runt-CBFb FRET: 0.7; NCF1 inh: 0.7; p97 inhibitor: -5.2; Runt-SMMHC FRET: -5.3; Furin inh: -0.3[20 µM]; EBV gp42 block: 0.3; RBBP9 inh: -7.2; Calpain2 inh: -4.3

What do the screens show for `Cc1ccccc1/C=N/NC(=O)c1sccc1C`?
TbHK1 inh: 6.0; Runt-CBFb FRET: -2.3; NCF1 inh: -7.7; p97 inhibitor: -12.4; Runt-SMMHC FRET: 2.1; Furin inh: -5.3; EBV gp42 block: 8.0; RBBP9 inh: -1.9; Calpain2 inh: 10.9

Reprinted from the part before: 3 compounds, followed by the next part.
How did CCCc1nc(-c2ccc(-c3ccc(F)cc3)cc2)no1 do in these assays?
TbHK1 inh: -2.8; Runt-CBFb FRET: -1.8; NCF1 inh: -9.6; p97 inhibitor: 3.1; Runt-SMMHC FRET: -3.3; Furin inh: -17.0; EBV gp42 block: 4.7; RBBP9 inh: -6.8; Calpain2 inh: 8.3

Results for Cc1cc(NS(=O)(=O)N(C)C)ccc1C(C)C ?
TbHK1 inh: -2.2; Runt-CBFb FRET: 0.7; NCF1 inh: 0.7; p97 inhibitor: -5.2; Runt-SMMHC FRET: -5.3; Furin inh: -0.3[20 µM]; EBV gp42 block: 0.3; RBBP9 inh: -7.2; Calpain2 inh: -4.3

What do the screens show for `Cc1ccccc1/C=N/NC(=O)c1sccc1C`?
TbHK1 inh: 6.0; Runt-CBFb FRET: -2.3; NCF1 inh: -7.7; p97 inhibitor: -12.4; Runt-SMMHC FRET: 2.1; Furin inh: -5.3; EBV gp42 block: 8.0; RBBP9 inh: -1.9; Calpain2 inh: 10.9

How did CS(=O)(=O)N(Cc1ccc(C(=O)NN=C2CCCC2)cc1)c1ccccc1 do in these assays?
TbHK1 inh: 31.0; Runt-CBFb FRET: 0.9; NCF1 inh: 2.8; p97 inhibitor: 4.7; Runt-SMMHC FRET: -1.5; Furin inh: -12.2; EBV gp42 block: -10.3; RBBP9 inh: -10.5; Calpain2 inh: -18.7

How did CCCC(=O)OCC(=O)Nc1ccc([N+](=O)[O-])cc1C#N do in these assays?
TbHK1 inh: -15.2; Runt-CBFb FRET: -0.8; NCF1 inh: -6.9; p97 inhibitor: 10.3; Runt-SMMHC FRET: -8.5; Furin inh: -9.6; EBV gp42 block: -10.1; RBBP9 inh: 2.2; Calpain2 inh: -3.4

Results for COc1ccc(Cc2nc(C(=O)Nc3ccc(OC)cc3)cs2)cc1 ?
TbHK1 inh: -2.3; Runt-CBFb FRET: -2.3; NCF1 inh: -1.2; p97 inhibitor: 0.5; Runt-SMMHC FRET: -2.8; Furin inh: -17.9[20 µM]; EBV gp42 block: -14.9; RBBP9 inh: -5.2; Calpain2 inh: -0.6

Results for Cn1ccnc1C(=O)c1ccc(NN)c([N+](=O)[O-])c1 ?
TbHK1 inh: -28.3; Runt-CBFb FRET: -1.8; NCF1 inh: 2.3; p97 inhibitor: 3.5; Runt-SMMHC FRET: 1.9; Furin inh: -5.9; EBV gp42 block: 1.7; RBBP9 inh: 0.9; Calpain2 inh: 25.7

What do the screens show for `CC(O)c1ccc(-n2cnnn2)cc1` (stereo not drawn)?
TbHK1 inh: -9.0; Runt-CBFb FRET: -0.3; NCF1 inh: -10.1; p97 inhibitor: 5.5; Runt-SMMHC FRET: -0.1; Furin inh: -35.4; EBV gp42 block: -6.4; RBBP9 inh: -0.2; Calpain2 inh: -3.7

What do the screens show for `Cc1ccc(/C(CSc2nccn2-c2ncc(C(F)(F)F)cc2Cl)=N\O)cc1`?
TbHK1 inh: 16.9; Runt-CBFb FRET: -2.8; NCF1 inh: active; p97 inhibitor: -7.7; Runt-SMMHC FRET: -2.5; Furin inh: -3.9[20 µM]; EBV gp42 block: -10.9; RBBP9 inh: -5.8; Calpain2 inh: 9.9

How did CCOC(=O)/C=C/C(=O)N1CCN(C(=O)/C=C/C(=O)OCC)CC1 do in these assays?
TbHK1 inh: -3.0; Runt-CBFb FRET: -0.4; NCF1 inh: -1.4; p97 inhibitor: 2.3; Runt-SMMHC FRET: -0.3; Furin inh: -16.4; EBV gp42 block: -15.2; RBBP9 inh: -9.5; Calpain2 inh: -17.8

What do the screens show for `CC(=O)c1c(C)[nH]c(C(=O)CSc2nnc(C3CCCCC3)n2N)c1C`?
TbHK1 inh: 8.3; Runt-CBFb FRET: 1.7; NCF1 inh: 1.9; p97 inhibitor: 0.4; Runt-SMMHC FRET: -2.1; Furin inh: -0.7; EBV gp42 block: -4.8; RBBP9 inh: -6.5; Calpain2 inh: -30.6

Results for O=C(Nc1cccc2ccccc12)N1N=CCC1c1ccccc1 (stereo not drawn) ?
TbHK1 inh: -0.5; Runt-CBFb FRET: 1.6; NCF1 inh: -7.2; p97 inhibitor: -7.7; Runt-SMMHC FRET: -0.8; Furin inh: 3.7; EBV gp42 block: -0.8; RBBP9 inh: -3.4; Calpain2 inh: 20.1

What do the screens show for `CCn1c(=O)cc(OCC(=O)N2CCN(C(=O)c3ccco3)CC2)c2ccccc21`?
TbHK1 inh: -7.4; Runt-CBFb FRET: 1.2; NCF1 inh: -2.2; p97 inhibitor: 6.9; Runt-SMMHC FRET: 1.0; Furin inh: -21.8[20 µM]; EBV gp42 block: -10.4; RBBP9 inh: 0.0; Calpain2 inh: -21.0

How did CCC(C)Nc1nc(-c2ccc3c(c2)NC(=O)CO3)cs1 (stereo not drawn) do in these assays?
TbHK1 inh: 2.1; Runt-CBFb FRET: 10.0; NCF1 inh: -13.2; p97 inhibitor: -2.2; Runt-SMMHC FRET: 3.1; Furin inh: -23.7[20 µM]; EBV gp42 block: -15.2; RBBP9 inh: -0.6; Calpain2 inh: -31.0

What do the screens show for `C(=N\N=C\c1cccnc1)/c1cccnc1`?
TbHK1 inh: -11.2; Runt-CBFb FRET: -1.2; NCF1 inh: -2.9; p97 inhibitor: 4.0; Runt-SMMHC FRET: 1.1; Furin inh: -22.0; EBV gp42 block: -6.7; RBBP9 inh: 0.2; Calpain2 inh: -4.7

Results for CC1CCc2c(sc(NC(=O)CN3CCN(C(=O)c4ccco4)CC3)c2C#N)C1 (stereo not drawn) ?
TbHK1 inh: -6.1; Runt-CBFb FRET: -7.5; NCF1 inh: -13.3; p97 inhibitor: 6.2; Runt-SMMHC FRET: -0.7; Furin inh: -4.2[20 µM]; EBV gp42 block: -1.5; RBBP9 inh: -3.4; Calpain2 inh: -27.0

How did O=C(Nc1ccc(N2CCCC2)c(Cl)c1)c1ccc([N+](=O)[O-])cc1 do in these assays?
TbHK1 inh: -3.4; Runt-CBFb FRET: -1.3; NCF1 inh: 3.4; p97 inhibitor: 9.4; Runt-SMMHC FRET: -4.0; Furin inh: -11.8; EBV gp42 block: -12.8; RBBP9 inh: -1.5; Calpain2 inh: 13.1

Results for CCOc1cc(CNc2ccc3c(c2)OCCO3)cc(Br)c1OC ?
TbHK1 inh: -2.5; Runt-CBFb FRET: 4.1; NCF1 inh: -5.1; p97 inhibitor: -3.5; Runt-SMMHC FRET: -0.5; Furin inh: -2.0[20 µM]; EBV gp42 block: -0.3; RBBP9 inh: -3.7; Calpain2 inh: 1.2
